Screens deposited in PubChem BioAssay by several laboratories.
proCasp3 act: activates human procaspase-3 | activation, % at 8.5 µM | recombinant procaspase-3 D3A, Ac-DEVD-pNA absorbance 405 nm | AID 463141 | P42574 | 0.11% of 330,000 active;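 active means activation above the mean of all tested compounds plus 3 SD, cut at about 21% in these data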;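 further: 0% = DMSO alone and 100% = DMSO wells spiked with extra 5 µM PC-3 D3A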
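Assay system – Procaspase-3 D3A mutant, all three cleavage aspartates alanine · Controls – DMSO-only low control, 5 µM PC-3 D3A high control · Schedule – 1 h compound preincubation, 2 h substrate hydrolysis at 25 °C · Signal – 405 nm absorbance of p-nitroaniline, reads at 0 and 120 min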
EBNA-1 inhibitor: blocks EBNA-1 binding to DNA; AID 1950; inhibition, % at 14.8 µM; EBNA-1 DNA binding, fluorescence polarization; 0.34% of 300,000 active; in the data active means inhibition above about 28%
LAP4-GFP MLPCN: yeast TOR pathway LAP4-GFP modulation | S. cerevisiae LAP4-GFP multiplex, flow cytometry GFP, 3 h; median GFP as percent of DMSO wells | GFP response vs DMSO, % at 10 µM | 0.34% of 320,000 active | AID 2023;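 active means GFP response vs DMSO above a set limit, about the screen mean plus 3 SD, cut at about 150% in these data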
ZTA counter: ZTA (EBV) inhibition in EBNA-1 counter-screen; P03206; ZTA-DNA binding, fluorescence polarization; inhibition, % at 11 µM; 0.15% of 320,000 active; in the data active means inhibition above about 33%
proCasp7 act: counter-screen: procaspase-7 (human) activation | 0.093% of 330,000 active | recombinant procaspase-7, Ac-DEVD-pNA absorbance 405 nm; D23A/D198A/D206A triple mutant, cannot self-cleave; scale: DMSO 0, 5 µM enzyme 100 | activation, % at 8.5 µM | AID 463210 | P55210;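 active means percent activation above the screen-wide mean plus 3 SD, cut at about 25% in these data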
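signal = Epi-absorbance of released pNA at 405 nm, two timepoints | assay system = Uncleavable procaspase-7 mutant enzyme | reagent = Ac-DEVD-pNA substrate, 400 µM as added | times = 1 h enzyme–compound preincubation and 2 h substrate reaction, both 25 °C | benchmarks = low DMSO alone, high DMSO plus 5 µM PC-7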
MEP2 TOR yeast: alters MEP2-GFP fluorescence in TOR pathway yeast screen. S. cerevisiae MEP2-GFP strain, flow cytometry GFP, 3 h; 100% = DMSO control level. GFP response vs DMSO, % at 10 µM. 0.51% of 330,000 active;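 active means GFP response versus DMSO above a set limit, roughly screen mean plus 3 SD, cut at about 180% in these data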;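 further: median GFP fluorescence of the barcode-gated MEP2-GFP cells per well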
RPL19A TOR yeast: alters RPL19A-GFP fluorescence in TOR pathway yeast screen | percent response vs DMSO, % at 10 µM | S. cerevisiae RPL19A-GFP strain, flow cytometry, 3 h; active compounds read low | 0.3% of 330,000 active;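 active means percent response vs DMSO below 50%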;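 further: median channel GFP fluorescence of the barcoded RPL19A-GFP strain; ratio of sample median GFP to plate DMSO average so 100% = DMSO; lower means less RPL19A-GFP as with rapamycin TOR inhibition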
AHR act: activators of human aryl hydrocarbon receptor; P35869; AHR-responsive luciferase reporter cells, luminescence; activation, % at 5 µM; 2.5% of 320,000 active; in the data active means activation above about 47%;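 further: 0% = vehicle wells and 100% = reference agonist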
* marks the source's active call; other numbers are inactive results; x = not tested or not shown; [ ] = another dose, or the depositor's remark.

compound,proCasp3 act,EBNA-1 inhibitor,LAP4-GFP MLPCN,ZTA counter,proCasp7 act,MEP2 TOR yeast,RPL19A TOR yeast,AHR act
Cc1nc2c(N=Nc3ccccc3F)c(N)nn2c(N)c1C#N,8,-6,102,3,-1,107,102,60*
CN1CCc2c(OCC(=O)N3CCC(Cc4ccccc4)CC3)cccc2C1=O,-2,-3,103,-1,-1,93,100,2
CC(OC(=O)c1ccccc1O)C(=O)Nc1cccc(Cl)c1 (stereo not given),6,7,100,-11,0,106,103,3
COc1cc(Cl)c(C)cc1NC(=O)CSc1nc2ccccc2o1,2,-2,105,8,0,99,99,12
COc1cccc(Nc2nnc(SCC(=O)N3CC(=O)Nc4ccccc43)s2)c1,5,-2,102,-19,-4,94,94,39
CC(C)=CCCC1(C)C=Cc2c(ccc3c2[nH]c2cc(O)c(C)cc23)O1 (stereo not given),15,-5,101,-18,-7,98,97,4
O=C(Oc1ccc(N2C(=O)CCC2=O)cc1)c1ccccc1Cl,9,6,102,-10,-1,100,98,-3
CC(C)CCn1c(=O)c2ccccc2c2ccccc2c1=O,0,4,109,13,-3,105,101,2
CCC(CC)c1nn2c(N)c(/C=C3\C(C)=Nc4ccccc43)c(=O)nc2s1,-7,-6,97,-13,-5,96,92,14
Cc1cc(OCC(O)CN2CCN(CCO)CC2)ccc1C(C)C (stereo not given),-3,-3,102,-1,13,106,107,-3
CCOC(=O)c1c(C)[nH]c(C)c1C(=O)COC(=O)CSc1ccc(C)cc1,1,x,97,x,2,103,98,20
O=c1ccn(CCCBr)c(=O)[nH]1,-10,-2,x,-7,1,119,105,-1
OC(COc1ccc2c(c1)CCC2)CN1CCN(c2ccccc2F)CC1 (stereo not given),7,7,101,8,1,112,100,1
Cc1ccc(S(=O)(=O)N2CCCC(C(=O)NC3=NCCS3)C2)cc1 (stereo not given),1,1,108,2,2,111,105,2
COc1ccc(CNCC(O)(c2ccc(F)cc2)c2ccc(F)cc2)cc1OC,0,-12,95,-12,11,103,104,0
COc1ccc(/C=N/S(=O)(=O)c2ccc(C)cc2)cc1,-11,-1,112,-5,1,118,97,0
Cc1nonc1CN(C)C(=O)c1ccc(OC2CCN(Cc3ccccn3)CC2)cc1,10,1,95,-10,4,94,94,0
CCn1c2ccccc2c2cc(/C(C)=N/O)ccc21,4,2,98,-2,8,93,89,8
COc1ccc(S(=O)(=O)N2CCOc3ccccc32)cc1,4,5,73[may fluoresce violet],-1,5,72[may fluoresce violet],76[may fluoresce violet],-1
COc1ccc(C(=O)CCN2CCN(c3ccccc3F)CC2)cc1,-19,2,106,13,-15,100,100,-2
Cc1nc(C)c(-c2ccc(SCC(=O)Nc3cccc(F)c3)nn2)s1,-2,5,77,-2,-2,83,94,3
COc1ccc(-c2oc3ncn4nc(COc5ccccc5)nc4c3c2-c2ccc(OC)cc2)cc1,7,6,92,-1,1,93,94,-2
CC(CCc1ccccc1)NC(=O)COC(=O)c1ccc(NC(=O)CC#N)cc1 (stereo not given),10,3,96,-2,14,105,104,0
O=c1oc(-c2cccs2)nc2scc(-c3cccs3)c12,-5,2,93,0,9,101,x,4
O=C(CSc1n[nH]c(-c2cccnc2)n1)Nc1ccccc1C(F)(F)F,1,-4,93,0,10,100,103,1
COc1ccc(-n2nc3c(c2NC(=O)COc2cccc(OC)c2)CS(=O)(=O)C3)cc1,-6,6,97,9,3,106,99,2
COC(=O)c1ccc(COC(=O)C2CC(O)CN2S(=O)(=O)c2ccc([N+](=O)[O-])cc2)cc1 (stereo not given),-1,x,87,-10,7,90,98,0
Cc1ccc(CN2CCN(CCCn3cccn3)CC2CCO)cc1 (stereo not given),9,0,106,-6,3,106,105,1
CC(C)c1ccc(NC2CCCN(C(=O)c3cccnc3)C2)cc1 (stereo not given),8,1,91,20,5,95,105,47
CCOc1ccc(S(=O)(=O)NCCCl)cc1,1,11,104,-13,7,100,98,-2
CC1CCCCN1Cc1nc2c(c(=O)n(C)c(=O)n2C)n1CCCc1ccccc1 (stereo not given),4,9,94,5,-9,98,106,1
S=c1[nH]nc(-c2ccccc2)n1/N=C/c1ccc(-c2ccccc2Cl)o1,-5,5,108,18,-5,117,114,53*
O=C1NCCCN1Cc1ccc(Cl)cc1,2,-1,96,-1,3,106,104,2
CSc1ccccc1NC(=O)C1CC(c2ccccc2O)=NO1 (stereo not given),2,6,117,11,1,102,90,13
COc1ccc(NC(=S)NCCc2ccccc2OC)c(OC)c1,1,6,100,-6,6,108,101,17
O=C(NC(=S)Nc1cccc(O)c1)c1cncc(Br)c1,0,13,115,-1,-8,106,104,9
Cc1cc(NC(=O)c2ccc(-c3ccc(F)c(Cl)c3)o2)no1,-2,5,100,-2,16,94,102,-2
O=C(NC(Cc1ccccc1)C(=O)O)/C(=C\c1ccco1)NC(=O)c1ccc(Br)cc1 (stereo not given),1,-3,94,-10,-7,101,96,5
CC(=O)Oc1ccc(NC(=O)C2CCCCC2)c(C(=O)O)c1,3,6,104,-12,12,98,95,0
CNC(=O)C(C)Sc1ccc(S(=O)(=O)N2CCOCC2)cn1 (stereo not given),-3,x,96,6,-8,92,96,0
CCCCS(=O)(=O)c1sc2nc3c(cc2c1N)CCCC3,6,1,100,12,4,106,94,-1
Cc1cc2nc(C(F)(F)F)[nH]c(=O)n2n1,4,0,98,10,-1,107,96,2
CCCC(=O)NC(c1ccc(OC)c(OC)c1)c1cc(Cl)c2cccnc2c1O (stereo not given),1,-8,93,-12,-5,93,91,-1
CC1CCN(C(=O)CCc2ccc(Oc3cc([N+](=O)[O-])cc([N+](=O)[O-])c3)cc2)CC1,-6,-3,94,-7,-1,96,98,6
CC(C(=O)Nc1ccncc1)(c1ccccc1)c1ccccc1,7,20,96,10,2,108,104,-2
O=C(NCc1cccc(C(F)(F)F)c1)C1CCN(c2ncccn2)CC1,-6,-5,102,-14,-5,102,100,0
COc1cc(CC(=O)OCC(=O)Nc2cc(S(=O)(=O)N3CCCC3)ccc2Cl)cc(OC)c1OC,-6,2,80,-8,1,106,103,0
C/C(Cc1ccccc1)=N\NC(=O)CNC(=O)c1cccc(Br)c1,7,4,95,-5,-4,100,103,12
Cc1cc(N2C(=O)C3CC=CCC3C2=O)no1 (stereo not given),-2,-11,99,-2,-1,98,101,-1
Cn1nnnc1NCc1cccc(Cl)c1Cl,-3,3,114,12,1,97,96,-2
CCCCn1c(SCC(=O)c2ccc3c(c2)OCCO3)nnc1-c1ccoc1C,-3,-5,99,-4,12,96,97,2
Cc1sc2nc(Cc3ccccc3)[nH]c(=O)c2c1-c1ccccc1,6,-15,97,-1,3,101,103,2
COc1cnc(NS(=O)(=O)c2ccc(N)cc2)nc1,0,-4,99,-11,2,100,95,-2
Cc1ccc(NC(=O)C2CCCN2S(=O)(=O)c2ccc3c(c2)CCC(=O)N3)cc1Cl (stereo not given),13,-6,102,-7,0,98,98,6
COc1ccc(CNC(=O)CN(C(=O)CCC(=O)Nc2ccccn2)c2cccc(C)c2C)cc1,1,-6,111,-1,2,110,103,1
O=S(=O)(Cc1ccc(Cl)cc1)CC(O)COCc1ccccc1 (stereo not given),3,-3,95,8,4,99,99,-2
CC(NC(=S)Nc1ccc([N+](=O)[O-])cc1)c1ccncc1 (stereo not given),0,9,100,13,-7,100,96,8
O=[N+]([O-])c1ccc(CSc2nnc(SCc3ccccc3)s2)cc1,-2,-10,93,-10,6,100,101,-3
FC(F)(F)c1cc(-c2ccco2)nc2ncnn12,2,-6,87,-12,3,90,109,9
O=C(CCS(=O)(=O)c1cccc2nsnc12)N1CCN(c2ccccc2F)CC1,-10,-2,103,-17,-3,100,101,11

Next structures follow:
compound,proCasp3 act,EBNA-1 inhibitor,LAP4-GFP MLPCN,ZTA counter,proCasp7 act,MEP2 TOR yeast,RPL19A TOR yeast,AHR act
Cc1ccccc1-n1c(SCC(=O)NCc2cccs2)nnc1-c1ccncc1,4,7,93,16,1,96,94,0
CCOC(=O)C1(C(F)(F)F)N=C(N(C)C)OC(N(C)C)=N1,3,-2,95,-1,3,98,99,-1
Cc1cc(NS(=O)(=O)c2ccc(NC(=O)CSc3nnc(-c4ccco4)n3N)cc2)nc(C)n1,12,-4,95,-1,-4,99,102,0
O=C(NCCC1=CCCCC1)c1ccc(Cl)c(S(=O)(=O)Nc2ccccc2)c1,6,-10,95,-4,-3,99,100,1
COc1ccc(N=Cc2ccc[nH]2)cc1,0,11,100,18,9,98,99,0
COc1cccc(OC)c1C(=O)NNC(=O)c1ccc(F)cc1,14,-6,113,-19,2,110,97,31
O=C(Nc1cc(Sc2ccccn2)cc([N+](=O)[O-])c1)c1ccc(Cl)cc1,-5,-17,106,-28,0,106,x,15
O=C1NCCc2c1[nH]c1c(Cl)ccc(Cl)c21,3,0,109,2,4,113,102,0
CCC12CN3CCN(CC(C3)/C1=N\NC(=O)c1ccc(Cl)cc1)C2,-8,-1,103,-10,-6,101,98,23
CC1CN(S(=O)(=O)c2cccc(C(F)(F)F)c2)CC(C)O1 (stereo not given),6,2,109,2,7,105,104,0
COc1ccc(-c2cc(C(=O)O)c3sc(N4CCCCC4)nc3n2)cc1OC,-6,0,101,-5,-4,102,105,3
CCc1cccc(NC(=O)C2CCCN2S(=O)(=O)c2cccc3cccnc23)c1 (stereo not given),3,-23,86,3,4,107,101,12
CCOCC(=O)Nc1c(C)n(C)n(-c2ccccc2)c1=O,2,-11,97,7,-6,95,96,0
COc1ccc(Nc2ccc([N+](=O)[O-])c3nonc23)c(OC)c1,-8,9,92,3,-9,106,104,15
O=C1CC(CC(=O)N/N=C/c2ccccc2[N+](=O)[O-])=NN1,5,-4,87,7,-13,92,97,47*
O=C(Nc1ccnc(-c2ccncc2)n1)c1ccc(F)cc1,5,-2,98,-1,4,98,103,16
O=C1N(c2ccccc2)C(=Nc2ccccc2)SC12CC2,-13,-1,107,-13,11,98,101,-3
Cc1cccc(N2CCN(C(=O)CCN3C(=O)C4C5C=CC(C5)C4C3=O)CC2C)c1 (stereo not given),8,-2,90,-15,-8,103,103,1

Some of the entries so far, with each value named:
Cc1cc(N2C(=O)C3CC=CCC3C2=O)no1 (stereo not given)
  proCasp3 act: -2	EBNA-1 inhibitor: -11	LAP4-GFP MLPCN: 99	ZTA counter: -2	proCasp7 act: -1	MEP2 TOR yeast: 98	RPL19A TOR yeast: 101	AHR act: -1
Cn1nnnc1NCc1cccc(Cl)c1Cl
  proCasp3 act: -3	EBNA-1 inhibitor: 3	LAP4-GFP MLPCN: 114	ZTA counter: 12	proCasp7 act: 1	MEP2 TOR yeast: 97	RPL19A TOR yeast: 96	AHR act: -2

Whole records as entered above. Screens in order: proCasp3 act	EBNA-1 inhibitor	LAP4-GFP MLPCN	ZTA counter	proCasp7 act	MEP2 TOR yeast	RPL19A TOR yeast	AHR act
`CCOC(=O)C1(C(F)(F)F)N=C(N(C)C)OC(N(C)C)=N1` in the list: 3	-2	95	-1	3	98	99	-1
`CCc1cccc(NC(=O)C2CCCN2S(=O)(=O)c2cccc3cccnc23)c1` (stereo not given) in the list: 3	-23	86	3	4	107	101	12

An unsorted share of the library; 3.8% or so of the library scored in one or more.
